TbPYK inhibitor: blocks Trypanosoma brucei pyruvate kinase; AID 624173; Potency, µM (series often up to 76.8 µM), for the others: top-dose activity, negative = inhibition, actives largely listed as inhibitors; TbPYK enzyme, Kinase-Glo Plus ATP luminescence, 45 min; actives 0.12% (n = 410,000); Q57TT1; further: potency means the concentration at half of the fitted maximal effect; on the % scale 0 is the no-effect control and ±100 the full control effect; nearly all actives have a fitted effect of over 50% in size
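Screened from lowest to highest concentration, compounds were pinned into TbPYK/substrate mixtures, and ADP (130 uM final) was added. Plates sat at room temperature for 45 min prior to Kinase-Glo Plus detection by luminescence.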
LmPK inh: inhibitors of Leishmania mexicana pyruvate kinase. actives 0.37% (n = 290,000). purified LmPK, Kinase-Glo ATP luminescence, 1 h. Q27686. AID 1721. Potency, µM (highest dose often 57.5 µM), without a hit: top-dose activity change, negative = inhibition, most hits filed as inhibitors; further: potency means the concentration at half of the fitted maximal effect; on the % scale 0 is the no-effect control and ±100 the full control effect
Target sequence (Q27686 whole entry, looked up): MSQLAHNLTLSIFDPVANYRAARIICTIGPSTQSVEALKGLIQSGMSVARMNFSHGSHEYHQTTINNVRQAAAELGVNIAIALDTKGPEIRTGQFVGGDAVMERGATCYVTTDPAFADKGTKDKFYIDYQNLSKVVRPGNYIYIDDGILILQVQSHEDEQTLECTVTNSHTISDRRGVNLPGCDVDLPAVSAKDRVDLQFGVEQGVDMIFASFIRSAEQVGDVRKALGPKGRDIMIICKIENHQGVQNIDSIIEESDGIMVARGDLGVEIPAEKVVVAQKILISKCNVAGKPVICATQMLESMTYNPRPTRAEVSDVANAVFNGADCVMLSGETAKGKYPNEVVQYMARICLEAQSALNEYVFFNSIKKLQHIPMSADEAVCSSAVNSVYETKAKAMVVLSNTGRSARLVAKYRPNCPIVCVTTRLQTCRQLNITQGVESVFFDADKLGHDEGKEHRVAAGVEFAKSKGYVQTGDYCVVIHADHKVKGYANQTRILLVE
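Pyruvate kinase activity monitored as ATP production (luciferase luminescence). Conditions: 0.1 nM enzyme, 0.5 mM PEP, 0.1 mM ADP, 1 h, RT; normalized against uninhibited and no-enzyme wells.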
AMA1-RON2 inh: inhibitors of Plasmodium falciparum AMA1-RON2 interaction. AlphaScreen AMA1-biotinylated RON2 peptide binding. Potency, µM (series often up to 58.2 µM), inactives show at the highest dose activity change, negative = inhibition, most hits filed as inhibitors. actives 0.2% (n = 360,000);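 further: potency means the concentration at half of the fitted maximal effect; 0% = vehicle wells and -100% = peptide control; nearly all actives have a fitted effect of over 45% in size; some results filed as inactive show a strong effect at the top dose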
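AMA1 (3D7) with his tag at 25 nM final met compounds first, then biotinylated RON2 peptide at 25 nM; detection used donor plus acceptor beads, 10 µg/mL apiece, read by AlphaScreen after 30 min at room temperature.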
Cycloheximide cs: counter-screen hit for Shiga toxin inhibitors, cycloheximide; cell reporter, cycloheximide protein synthesis inhibition counterscreen; max response, %; actives 12% (n = 300,000); in the data active means max response mostly above about 13%, no sharp cut-off; inactive means mostly below about 14%; further: read at 38.3 µM for the half of the compounds with a filed dose; 0% is about no effect
Pf growth 48h: P. falciparum growth inhibition at 48 hours (one generation); AID 504832; P. falciparum luciferase growth in erythrocytes, 48 h; actives 5.9% (n = 310,000); Potency, µM (highest dose often 28.7 µM), without a hit: at the highest dose activity change, negative = inhibition, usual class: inhibitors; further: potency means the concentration at half of the fitted maximal effect; on the % scale 0 is the no-effect control and ±100 the full control effect
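Read-out is firefly luciferase luminescence from an integrated reporter in P. falciparum, so falling signal marks reduced parasite growth. Infected erythrocytes were at 2% hematocrit and 0.1% parasitemia (final) in Albumax-supplemented RPMI 1640.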
Shiga inhibitor: inhibitors of Shiga toxin in Vero cells | Vero cells, Shiga toxin protein synthesis inhibition reporter | inhibition, % at 38.7 µM | actives 9.2% (n = 290,000) | AID 2315; in the data active means inhibition mostly above about 28%, no sharp cut-off; inactive means mostly below about 43%; further: 0% is about no effect
Pf growth 96h: P. falciparum growth inhibition at 96 hour, primary screen for plastid delayed-death inhibitors. P. falciparum luciferase reporter growth, 96 h. Potency, µM (highest dose often 28.7 µM), for inactives: at the top dose activity change, negative = inhibition, hits mostly inhibitors. actives 6.9% (n = 320,000). AID 504834; further: potency means the concentration at half of the fitted maximal effect; on the % scale 0 is the no-effect control and ±100 the full control effect
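Erythrocytes infected with luciferase-expressing P. falciparum were dispensed at 2% hematocrit and 0.05% parasitemia (final), then incubated with compounds 96 hours at 37 C in 5% CO2. Luminescence after detection reagent addition reported growth.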
An asterisk follows results filed as active; ? = inconclusive; . = no result given; [ ] = another dose, or the depositor's remark. Unless noted, the call rests on the fitted dose curve; in most records, active means well fitted curve in the direction sought with a large enough effect; inconclusive means small, poorly fitted or top-dose-only effect, or another doubt; inactive means no such curve, though single readings can be large; an effect the other way counts as inactive or inconclusive.

The opening 5 records, ahead of the listing:
SMILES | Pf growth 48h | Shiga inhibitor | LmPK inh | AMA1-RON2 inh | Pf growth 96h | TbPYK inhibitor | Cycloheximide cs
O=S(=O)(c1ccc(F)cc1)N1CN(Cc2ccco2)c2nc3ccccc3nc21 | . | -2 | 0% | 12% | . | 3% | 9
NC(=O)Cn1cc(/C=N\NS(=O)(=O)c2ccc(Cl)cc2)c2ccccc21 | 9% | -9 | -1% | -1% | 27% | 0% | -2
S=C(NCCC(c1ccccc1)c1ccccc1)Nc1cccc(Cl)c1 | -17% | 1 | -1% | 111%[activator] | -10% | -4% | 0
C(=N\N1CCN(Cc2cccc3ccccc23)CC1)/c1cccnc1 | 14% | 7 | 8% | ? | ? | 7% | -4
CCOC(=O)C1CCN(C(=O)C(C)Oc2ccc(C(=O)c3ccccc3)cc2)CC1 (configuration not stated) | ? | . | . | 9% | -22% | 2% | .

The listing, from the first entry:
SMILES | Pf growth 48h | Shiga inhibitor | LmPK inh | AMA1-RON2 inh | Pf growth 96h | TbPYK inhibitor | Cycloheximide cs
O=S(=O)(c1ccc(F)cc1)N1CN(Cc2ccco2)c2nc3ccccc3nc21 | . | -2 | 0% | 12% | . | 3% | 9
NC(=O)Cn1cc(/C=N\NS(=O)(=O)c2ccc(Cl)cc2)c2ccccc21 | 9% | -9 | -1% | -1% | 27% | 0% | -2
S=C(NCCC(c1ccccc1)c1ccccc1)Nc1cccc(Cl)c1 | -17% | 1 | -1% | 111%[activator] | -10% | -4% | 0
C(=N\N1CCN(Cc2cccc3ccccc23)CC1)/c1cccnc1 | 14% | 7 | 8% | ? | ? | 7% | -4
CCOC(=O)C1CCN(C(=O)C(C)Oc2ccc(C(=O)c3ccccc3)cc2)CC1 (configuration not stated) | ? | . | . | 9% | -22% | 2% | .
CC1(/[N+]([O-])=C/c2ccccc2F)CCCCC1=O (configuration not stated) | -4% | -17 | -1% | 10% | 31% | 1% | -6
COc1ccc(C(=O)NCCS(=O)(=O)NCc2cccnc2)cc1 | -10% | . | . | -11% | 3% | 3% | .
CCC1C(=O)CC(c2ccccc2)NC1c1ccccc1 (configuration not stated) | 4% | -1 | 0% | -1% | ? | 16% | -2
CCOC(=O)C1(CCOc2ccccc2)CCN(Cc2ccc(O)c(OC)c2)CC1 | 12µM* | -28 | -5% | -5% | -24% | 3% | -4
CCOC(=O)N1CCN(C(=O)CSc2nnc(-c3cccs3)o2)CC1 | . | -17 | 5% | 8% | 65%[activator] | -5% | -5
CCOc1ccc(C(=O)Nc2cc(-c3nc4ccccc4[nH]3)ccc2Cl)cc1[N+](=O)[O-] | ? | -4 | 2% | -30% | 25% | 6% | 27*
O=C(O)c1ccc(Cl)cc1Nc1nc2cc(Cl)ccc2o1 | 8% | 25 | -1% | 1% | ? | 7% | 10
Cc1c(/C=C/C(=O)c2ccc(Cl)s2)cnn1C | 71%[activator] | 37 | -18% | 4% | -8% | 3% | 27*
CCOC(=O)/C(C(=O)Nc1ccccc1Cl)=C1/NC(C)(C)Cc2ccccc21 | 8% | 9 | -2% | 10% | 20% | 1% | -1
COc1ccccc1CC(=O)Nc1ccc(S(=O)(=O)N2CCOCC2)cc1 | -19% | -4 | 0% | 25% | 29% | 4% | -7
Cc1ccc2nc3c(cc2c1)c(NC(=O)c1cccnc1)nn3C | 15% | 7 | -5% | 8% | . | 1% | 9
O=C1CCc2cc(S(=O)(=O)Nc3ccccc3)ccc2N1 | 4% | . | . | -11% | -27% | -7% | .
O=C(CSc1nccn(-c2ccc(Br)cc2)c1=O)Nc1ccccc1F | -16% | . | . | -1% | 21% | 1% | .
O=C(Nc1ccc(C(=O)O)cc1)/C(=C\c1ccc2c(c1)OCO2)NC(=O)c1ccccc1 | 9% | 8 | 1% | 2% | ? | 3% | -2
COc1ccc(S(=O)(=O)NC(CC(C)C)C(=O)NC(C)c2cccs2)cc1 (configuration not stated) | ? | . | . | 22% | ? | 1% | .
O=C(Nc1cccc2ccccc12)/C(=C\c1cccc([N+](=O)[O-])c1)NC(=O)c1cccs1 | -18% | -6 | 3% | 5% | ? | -9% | -3
Cc1ccc(S(=O)(=O)N(CC(O)CN2C(=O)NC(C)(C)C2=O)c2cccc(C)c2)cc1 (configuration not stated) | 13% | -17 | 1% | 8% | 23% | 4% | -2
COC(=O)C/C(C)=N/Nc1ccc(S(=O)(=O)N2CCCC2)cc1[N+](=O)[O-] | -9% | 13 | 0% | -12% | -7% | 3% | -3
CC(C)(C)c1ccc(-n2ncc3c2CCCC3NC(=O)C2=NNC(=O)CC2)cc1 (configuration not stated) | 5% | -2 | 6% | -10% | -6% | 1% | 2
CCOC(=O)C(CS)NCCN[C@@H](CS)C(=O)OCC (some centres not stated) | -13% | . | . | . | -17% | -5% | .
O=C(Cn1c(=O)n(-c2cccc(Cl)c2)c(=O)n1CC(=O)N1CCCCC1)N1CCCCC1 | -4% | -2 | -4% | -5% | -7% | -10% | 14
CC1CCN(C(=O)C2CCC(CNc3c(N4CCCCC4)c(=O)c3=O)CC2)CC1 (configuration not stated) | -24% | 2 | -1% | -5% | ? | 0% | -5
COc1ccc(NC(=O)COC(=O)/C=C/c2cnc3ccccc3n2)cc1 | 8% | 24 | 2% | -6% | 1% | -2% | 7
CC1CCC/C(=N\NC(=S)NCc2ccccc2)C1 (configuration not stated) | . | 4 | 3% | 47%[activator] | ? | -7% | -2
CCOC(=O)c1c(C)nc2c(C)cccn12 | 0% | 24 | 1% | 2% | . | -3% | 5
N/C(CC(=O)Nc1ccc(F)c(Cl)c1)=N\OC(=O)c1cccs1 | ? | 25 | 5% | -7% | ? | 4% | -2
Cc1cc(-c2ccccc2)nc(N2CCC(C(=O)NC(C)C)CC2)n1 | 31%[activator] | -6 | 0% | 1% | ? | -4% | 22
CCS(=O)(=O)c1ccc(O)c(NC(=O)Nc2ccccc2OC)c1 | 14% | 6 | -7% | -6% | 25% | -7% | 8
CCCOc1ccc(C(=O)NC(C)C(=O)O)cc1 (configuration not stated) | 46%[activator] | 3 | 8% | -4% | . | 0% | 9
CCS(=O)(=O)Nc1cccc(C(=O)O)c1 | -5% | -13 | -4% | -5% | 0% | 4% | -1
Cc1ccc(NC(=O)c2cc(-c3ccccc3)n(CCCN3CCOCC3)c2C)cc1 | -23% | 3 | 0% | -11% | -2% | -4% | -1
CCNC(=O)c1c(NC(C)=O)sc2c1CCCC2 | 34%[activator] | -21 | 3% | 14% | -9% | -10% | -3
OC(CNCc1ccc(Cl)cc1)C(F)(F)F (configuration not stated) | 12% | -12 | 0% | 0% | 11% | 6% | -3
O=C(Nc1ccc2c(c1)OCO2)c1cnccn1 | 487%[activator] | 88* | 6% | 22% | 7% | 0% | 21*
COc1ccc(O)c(C(=O)c2cc(C#N)c(=O)n(-c3ccc(Cl)cc3)c2)c1 | 7.4µM* | -1 | -1% | -3% | 5.9µM* | -3% | 6
COCCN1C(=O)NC(=O)/C(=C\c2ccc(F)cc2)C1=O | 5% | 27 | -1% | 1% | 25% | -28% | -2
CC1CCCCN1S(=O)(=O)c1ccc(S(=O)(=O)N2CCN(c3ccc(F)cc3)CC2)cc1 (configuration not stated) | 28% | 4 | -5% | 5% | . | -11% | 5
COc1ccc(C(=O)OCC(=O)N2CCCC2=O)c(OC)c1 | 30% | 75* | -9% | 21% | 41%[activator] | 5% | 33*
O=C(/C=C/c1ccco1)NC(=S)Nc1ccc(N2CCCC2)cc1 | -25% | 20 | -5% | -20% | 204%[activator] | -12% | -3
Cc1cccnc1NC(=O)c1ccc(Br)o1 | ? | . | . | -1% | 26% | 5% | .
CCCCCOc1ccc(CSCCNC(=S)Nc2ccccc2)cc1 | ? | 62 | 3% | 0% | 10µM* | 6% | 24*
Cc1sc2ncnc(OCC(=O)N3CCN(S(=O)(=O)c4ccc(Cl)cc4)CC3)c2c1C | ? | 14 | 2% | 21% | 23% | 1% | 10*
O=C(COC(=O)CCc1ccccc1)NC1CCS(=O)(=O)C1 (configuration not stated) | 0% | . | . | 2% | 1% | 0% | .
Cc1nc(=O)cc(-c2ccccc2)n1-c1ccccc1 | -3% | 21 | 1% | 6% | 4% | 28% | -3
COc1ccc(N(CC(=O)N/N=C/c2ccc(F)cc2)S(=O)(=O)c2ccccc2)cc1 | ? | -7 | 8% | 17% | 42%[activator] | 4% | 6

Going on with the list.
SMILES | Pf growth 48h | Shiga inhibitor | LmPK inh | AMA1-RON2 inh | Pf growth 96h | TbPYK inhibitor | Cycloheximide cs
COc1cc2c(cc1OC)C(C(=O)Nc1cc(OC)c(OC)c(OC)c1)C(c1cccnc1)N(C)C2=O (configuration not stated) | ? | 25 | 1% | 1% | ? | 1% | -1
Cc1cc(NC(=O)CCN2CCN(C/C=C/c3ccccc3)CC2)ccc1Br | ? | . | 9% | ? | -16% | -1% | -1
O=c1c2sccc2[nH]c(=S)n1-c1ccccc1 | -10% | -3 | -21% | 65%[activator] | -18% | ? | 1
Cc1ccc(C(=O)N2CCN(c3ccc(NC(=O)c4ccc5c(c4)OCCO5)cc3)CC2)cc1 | ? | -3 | 0% | 2% | ? | -2% | 0
CNc1nc2cccnc2s1 | 29% | 27 | -2% | -8% | 31%[activator] | 2% | 8
CC1CC2(C)CC(C)C1(COC(=O)Nc1ccccc1)CO2 (configuration not stated) | 12% | 12 | 0% | 8% | 8% | 1% | 13
CC(Sc1nnnn1C)C(=O)Nc1ccc(Oc2ccccc2)cc1 (configuration not stated) | 12% | 20 | -3% | 0% | 20% | -5% | 6
C=CCn1c(SCC(=O)N2CCc3ccccc3C2)nc2sc(CC)cc2c1=O | ? | -6 | 1% | -12% | 55%[activator] | 4% | -3
COc1ccccc1-c1c(C)nn2c(N)c(-c3ccc(Cl)cc3)cnc12 | ? | . | 0% | -4% | ? | -9% | -3
O=C(COC(=O)CCC(=O)c1cccs1)NCc1cccs1 | 44%[activator] | 23 | 1% | 6% | 15% | 5% | -2
CCN(CC)P1(=O)OC(c2cc(OC)c(OC)c(OC)c2)=Nc2c1c(C)nn2-c1ccccc1 (configuration not stated) | 10µM* | 14 | 5% | 0% | . | -11% | -3
O=C(Oc1cccc(/C=N/NC(=O)c2ccccn2)c1)c1ccc([N+](=O)[O-])cc1 | 6% | -18 | 0% | 12% | -25% | -9% | -1
COCCCN(C(=O)CC1OC(=O)c2ccccc21)c1c(N)n(Cc2ccccc2)c(=O)[nH]c1=O (configuration not stated) | 14% | -9 | 3% | -1% | ? | -1% | -1
COc1cc2c3cc1Oc1cc(ccc1O)C[C@@H]1c4c(cc(OC)c(O)c4Oc4cccc(c4)C[C@@H]3N(C)CC2)CC[N+]1(C)C | -19% | . | . | -10% | 4% | -3% | .
CC(=O)Nc1ccc(N=Cc2c(O)n(Cc3ccco3)c(=O)[nH]c2=O)cc1 | 4% | -14 | 4% | -7% | 10% | -5% | 1
Cn1c(=O)[nH]c(=O)c2c1nc(N1CCCCCC1)n2CC(=O)c1ccccc1 | 9% | -4 | 9% | . | -12% | . | 10
CC1CCCCC1NC(=O)CN1C(=O)CSc2cc(S(=O)(=O)N3CCCCCC3)ccc21 (configuration not stated) | ? | 15 | 4% | 3% | ? | -4% | -3
O=C(COC(=O)C1COc2ccccc2O1)NC(=O)NC1CCCCC1 (configuration not stated) | . | -19 | 5% | -10% | ? | -5% | -5
